High-throughput results deposited in PubChem BioAssay by Broad Institute.
miR122 inh = miR-122 inhibition in Huh7 cells. Huh7 miR-122 Renilla luciferase sensor, 48 h; neutral wells = 0, positive control = 100. AID 602342. 340,000 tested, 0.3% active. activation (reporter increase), % at 12.5 µM;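 active means mean replicate activation score at least 90 and every replicate individually at or above 90; inconclusive means only one of the two criteria met; inactive means neither criterion met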;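 further: higher luciferase means less miR-122 activity so hits act as miR-122 inhibitors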
F508del corr = correctors of CFTR F508del function in bronchial epithelial cells; CFBE cells, YFP halide quenching; stimulated with forskolin plus potentiator P3; % fluorescence drop versus neutral controls; activity (quench increase), % at 7.58 µM; 350,000 tested, 0.36% active; AID 720511;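 active means mean added fluorescence quench of at least 8% versus neutral control, with both replicates also reaching 8%; inconclusive means only one of the mean or replicate conditions met; inactive means mean below 8% and not both replicates reaching 8%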;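 further: cells transiently co-express mutant CFTR-F508del with the halide-sensitive YFP; corrector assay measuring rescue of mutant channel to the surface after 24 h compound exposure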
PGC1a acetyl inh = lowers PGC1a acetylation signal in U2OS cells. AlphaScreen anti-acetyl-lysine; with virally co-expressed GCN5 acetyltransferase. inhibition, % at 15.6 µM. 350,000 tested, 0.17% active. AID 651687;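 active means every replicate shows inhibition of at least 40%; inconclusive means mean inhibition at least 40% but some replicate below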;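 further: 0% = neutral control wells and 100% = positive control wells; some results beyond the cut were filed as inactive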
Cneo AK release = Cryptococcus neoformans lysis via adenylate kinase release | C. neoformans lysis, adenylate kinase release luminescence, 4 h; normalised: neutral wells 0, clomiphene wells 100 | lysis activity, % at 15 µM | 360,000 tested, 0.2% active;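 active means mean lysis activity across replicates of at least 80%, whatever share of replicates individually reach that level; inactive means mean lysis activity below 80%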
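Test system: log-phase Cryptococcus neoformans yeast cells; Quantity: yeast cell density of 5 × 10^6 cells/mL; Buffer or medium: YPD; Doses: single compound concentration per well; Timing: 4 h at 37 °C static, read 1 h later; Measured by: AK luminescence; Read-out basis: lysis from increased AK signal; Control set: Clomiphene as positive control.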
GSIS activator = GLuc luminescence reporter in INS-1E cells, primary screen for activators of glucose-dependent secretion of insulin; INS-1E GLuc reporter insulin secretion, 2-3 h; activation, % at 16.6 µM; 370,000 tested, 0.61% active;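 active means lowest replicate activation of at least 40%, so every replicate reaches that level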;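 further: 0% = median of neutral control wells and 100% = median of IBMX positive control wells; some compounds called inactive have numbers as strong as hits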
PglD inh = inhibitors of Campylobacter jejuni PglD acetyltransferase. purified PglD enzyme, DTNB colorimetric CoA detection. inhibition, % at 12.5 µM. 360,000 tested, 0.098% active; in the data active means inhibition above about 16%, passing the limit was not always enough; inconclusive means no clear call, values can overlap the other calls; further: strong numbers were not always called active
FN deposit inh = fibronectin deposition inhibition; 350,000 tested, 0.086% active; inhibition, % at 12.6 µM; AH1F fibroblasts, Alexa488-fibronectin deposition fluorescence, overnight; AID 743247;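 active means mean inhibition across replicates of 30% or more, regardless of how many single replicates reach that level; inconclusive means mean under 30% yet at least half of replicates reach 30%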;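 further: positive control wells lacked labelled fibronectin entirely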
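Test system: AH1F fibroblast monolayer depositing Alexa488-labelled fibronectin into matrix. Input: 10000 cells per well. Technique: fluorescence, ex 485 nm, em 525 nm. Buffer or medium: DMEM plus 2% serum, read in PBS. Timing: 1 h cell adhesion before compound, then overnight fibronectin incubation. Compound: single dose, pinned. Read-out basis: inhibition from reduced deposited-fibronectin fluorescence.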
Statin myotox sup = protects C2C12 myotubes from simvastatin toxicity | 330,000 tested, 0.78% active | AID 602340 | rescue of ATP level, % at 7.49 µM | ATP luminescence, 48 h; scaled: DMSO 0, geranylgeraniol control 100;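 active means mean ATP rescue above about 67%, or every replicate alone reaching that limit, limit read from the data, passing the limit was not always enough; inconclusive means no clear call, values can overlap the other calls; inactive means mean under the limit and some replicate under it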;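 further: myotubes were challenged with 10 µM simvastatin during compound exposure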
* marks the source's active call; other numbers are inactive results; ? = inconclusive; · = not tested or not shown; [ ] = remark or other dose. Hits appear at their usual frequency. About 2.1% of those tested had a hit in this group.

Order of values: PglD inh, Cneo AK release, FN deposit inh, miR122 inh, Statin myotox sup, F508del corr, PGC1a acetyl inh, GSIS activator
CCC[C@@H]1CCCO[C@@](C(=O)NCc2cc(C)n(C)n2)(C(F)(F)F)C1
    -2, -3, 1, ·, -8, 2.8, ·, -6
S=C(Nc1ccc(Cl)cc1)N(CCCN1CCOCC1)Cc1cccs1
    -3, 4, -17, 9, 0, 1.0, -4, -4
COCCCNC1CS(=O)(=O)CC1O (stereo not drawn)
    -2, 8, -15, -16, -35, 1.7, ?, -13
COn1c(-c2ccccc2)nc2ncccc21
    -5, -2, 0, 0, 0, -2.2, 7, -6
C[C@@H]1CN([C@H](C)CO)C(=O)c2cc(C#Cc3cccnc3)cnc2O[C@H]1CN(C)Cc1cccnc1
    0, 41, -1, 9[16.7 µM], -16, 1.1, 18, -6
O=C(C1CCCC1)N1CC2(C1)[C@H](c1ccccc1)[C@@H](CO)N2C(=O)c1cccnc1
    ·, ·, -3, ·, ·, 0.9, 7, 13
O=C(C[C@H]1CC[C@H]2[C@@H](COC[C@@H](O)CN2C(=O)Nc2ccc(Cl)cc2)O1)NCCc1ccncc1
    -2, 0, -4, 1[16.7 µM], -15, -0.7, 11, -15
C[C@@H]1CCCCO[C@H](CN(C)C(=O)C2CCCCC2)[C@@H](C)CN([C@@H](C)CO)C(=O)c2cc(NC(=O)CCCN(C)C)ccc2O1
    3, 46, ·, -9[16.7 µM], 44, 2.4, 3, 20
O=C(O)c1ccc(N2CCCCS2(=O)=O)cc1
    ·, ·, 7, -6, -1, -0.9, 15, 20
COc1ccc(Nc2nc(-c3sc(C)nc3C)cs2)c(OC)c1
    -1, 3, 4, 29, -32, 16*, -11, 3
CCN(CC)CCNC(=O)c1cc(S(C)(=O)=O)ccc1OC
    1, 1, -1, 1, 8, 3.3, 10, ·
CCn1c(SCC(=O)N(C)CC(=O)Nc2cccc(OC)c2)nnc1-c1ccco1
    -5, 3, -8, -7, -11, 1.0, -2, 9
Cc1ccc(C(C)C)c(OCC#CCN2CCOCC2)c1
    -5, -1, 2, -1, 3, 3.0, ·, 5
COc1ccc(NC(=O)Nc2ccc3c(c2)CC(=O)N([C@H](C)CO)C[C@@H](C)[C@H](CN(C)CC2CC2)O3)cc1
    -2, -4, ·, -7[16.7 µM], 4, 0.3, 3, 18
N#C[C@@H]1[C@@H](c2ccccc2-c2ccccc2F)[C@H](CO)N1C(=O)C1CCC1
    ·, ·, -1, ·, ·, 2.6, 1, 10
Cc1cc(C(=O)CSc2nnc(N)s2)c(C)n1CCc1ccc(Cl)cc1
    -3, 1, ·, -7, 2, ·, -3, ·
CCc1nnc(NC(=O)C=C(C)C)s1
    5, 1, ·, 5, 2, ·, -1, 33
CC1CCCN(C(=O)c2ccc(Cl)c(S(=O)(=O)N3CCCCCC3)c2)C1 (stereo not drawn)
    2, 0, 7, 4, -8, 2.1, 2, -21
Cc1cc(C)cc(-n2ncc3c2CCCC3NC(=O)CN2CCCC2=O)c1 (stereo not drawn)
    -1, 2, 12, -1, 1, 0.3, -5, 10
COc1ccc(OC)c(C(=O)NC(CC(N)=O)c2ccc(N3CCN(c4ccccc4)CC3)c([N+](=O)[O-])c2)c1 (stereo not drawn)
    1, 1, 5, ·, -7, -0.3, ·, -47

A second format for 5 compounds above.
Compound | PglD inh | Cneo AK release | FN deposit inh | miR122 inh | Statin myotox sup | F508del corr | PGC1a acetyl inh | GSIS activator
Cc1cc(C(=O)CSc2nnc(N)s2)c(C)n1CCc1ccc(Cl)cc1 | -3 | 1 | · | -7 | 2 | · | -3 | ·
COn1c(-c2ccccc2)nc2ncccc21 | -5 | -2 | 0 | 0 | 0 | -2.2 | 7 | -6
CC1CCCN(C(=O)c2ccc(Cl)c(S(=O)(=O)N3CCCCCC3)c2)C1 (stereo not drawn) | 2 | 0 | 7 | 4 | -8 | 2.1 | 2 | -21
COc1ccc(NC(=O)Nc2ccc3c(c2)CC(=O)N([C@H](C)CO)C[C@@H](C)[C@H](CN(C)CC2CC2)O3)cc1 | -2 | -4 | · | -7[16.7 µM] | 4 | 0.3 | 3 | 18
CCN(CC)CCNC(=O)c1cc(S(C)(=O)=O)ccc1OC | 1 | 1 | -1 | 1 | 8 | 3.3 | 10 | ·

Continuation.
Order of values: PglD inh, Cneo AK release, FN deposit inh, miR122 inh, Statin myotox sup, F508del corr, PGC1a acetyl inh, GSIS activator
CN(C)c1ccc(-c2csc(C(O)(c3ccccc3)C(F)(F)F)n2)cc1 (stereo not drawn)
    8, -1, -2, 12, -6, 2.2, ·, 0
Cc1cc(C)c2c(=O)n(CC(=O)Nc3cccc(F)c3)sc2n1
    ·, ·, -6, ·, ·, -6.0, 8, 8
Cc1cccc(-c2nc3ccccc3c(=O)n2NC(=O)c2cccnc2Cl)c1
    -9, 4, -4, -2, -5, 0.5, -8, 0
O=C(Nc1nnc(C2=COCCO2)o1)C1CCCCC1
    3, 2, 1, -4, 5, 0.8, -8, 6
Cc1cc(C)nc(/N=C(\N)N(Cc2ccccc2)Cc2ccccc2)n1
    4, 5, 0, 18, -26, 1.5, ·, -33
CCOc1cc(C(=O)NC)cc(Br)c1OCc1ccccc1
    6, -1, 4, -1, -12, 0.5, -5, 11
CCOc1cc(C(=O)NCc2ccc3c(c2)OCO3)cc(OCC)c1OCC
    -5, 0, 8, 4, 3, ·, 4, ·
COc1ccc(CCNC(=O)Cn2c(=O)n(-c3cc(F)ccc3F)c(=O)c3sccc32)cc1OC
    ·, ·, 2, -6, 12, -1.1, -20, -18
CN1C(=O)c2cc(NC(=O)Cc3cccs3)ccc2OC[C@H]2O[C@H](CC(=O)O)CC[C@@H]21
    2, 65, -25, -4[16.7 µM], 0, 0.4, 3, -1
Cc1cccc(NC(=O)CSCC(=O)N(C)Cc2c(F)cccc2Cl)c1
    ·, ·, 0, -3, 11, -1.2, 7, -32
Cc1cccc(N(Cc2ccccc2)C(=O)c2ccccc2S(C)(=O)=O)c1
    -2, 1, 2, -1, -8, 3.0, -16, 3
Cc1nnc(NC(=O)CSc2nccn2C)s1
    3, 4, ·, -3, ·, ·, ·, 20
CS(=O)(=O)Cc1ccc(C(=O)N(CCc2ccccc2)Cc2ccccc2)cc1
    2, 5, -5, 4, 4, -0.3, ·, -31
COc1ccc(CNC(=O)[C@H](C)NC(=O)C2CCN(C(=O)[C@@H](N)Cc3ccccc3)CC2)cc1
    0, 2, ·, 11, 5, -0.2, 1, -2
CC(C(=O)N(C)Cc1cccc(F)c1)N1CCN(S(=O)(=O)c2ccc3c(c2)OCCCO3)CC1 (stereo not drawn)
    -1, 1, 8, 27, 6, -2.0, ·, -23
COc1ccc(C#Cc2cnc3c(c2)C(=O)N([C@H](C)CO)C[C@@H](C)[C@@H](CN(C)C(=O)Nc2cccc(OC)c2)O3)cc1
    ·, ·, 3, -11[16.7 µM], 49, 3.6, 1, -8
O=C1CNC[C@H]2[C@@H](c3ccc(-c4ccccc4F)cc3)[C@H](CO)N12
    ·, ·, -5, ·, ·, -2.3, 1, -9
C[C@@H]1CN([C@H](C)CO)C(=O)c2cc(C#CC3(O)CCCC3)cnc2O[C@@H]1CN(C)C
    4, -6, -4, -6[16.7 µM], 14, -1.1, 4, 21
O=C1CC(N(O)c2ccccc2)C(=O)N1c1ccc(Cl)c(Cl)c1 (stereo not drawn)
    -1, -2, -11, -5, ·, -1.4, 4, 6
Cc1ccc(NC(=S)NN(C)c2cc(C)nc(C)n2)cc1
    -6, -2, -6, -11, ·, -0.9, -1, ·
COc1cccc(-n2nnc3c(=O)n(Cc4ccc(F)cc4)cnc32)c1
    3, 2, -3, 2, -17, ·, -11, -2
COCC(=O)Nc1ccc2c(c1)C(=O)N(C)C[C@H](OC)[C@@H](C)CN(CCC(F)(F)F)[C@H](C)CO2
    -2, 55, 6, -7[16.7 µM], 5, 0.2, 9, 5
COc1ccc(C(=O)NCCc2nnc(SCC(=O)Nc3ccccc3)n2C)cc1
    ·, 0, ·, 7, 4, ·, 0, ·
CC(C)Sc1nc2c(c(=O)n(C)c(=O)n2C)n1Cc1ccc(Cl)cc1
    1, 0, ·, 3, ·, ·, 11, ·
COc1ccc(NC(=O)Nc2cccc3c2O[C@@H](CN(C)C(=O)Nc2ccc(C(F)(F)F)cc2)[C@@H](C)CN([C@H](C)CO)C3=O)cc1
    6, -4, ·, 5[16.7 µM], 7, -1.6, 4, -10
Cc1c(C(=O)N2CCC2)oc2ccc(Br)cc12
    -3, -2, -3, -4, -9, 1.6, 2, 21
CCOc1ccc(Nc2cc(=O)oc3ccccc23)cc1
    -4, -1, ·, -5, -7, 0.7, 8, 0
CCC(=O)N1CC[C@H]2[C@H](CO)Nc3ccc(-c4ccccc4)cc3[C@H]21
    -2, -2, -7, -1[16.7 µM], -34, -1.5, -8, 1
COc1ccc(OC)c(S(=O)(=O)N(C)CC(=O)N2CCc3ccccc3C2)c1
    -6, 0, ·, 1, -3, ·, 15, ·
COCC(=O)Nc1ccc2c(c1)C(=O)N(C)C[C@@H](OC)[C@H](C)CN(Cc1ccncc1)[C@@H](C)CO2
    -1, -3, -6, 9[16.7 µM], -1, 2.1, 12, 1
O=C(c1ccc(Cl)c(S(=O)(=O)N2CCCCCC2)c1)N1CCCCC1
    8, -1, -3, ·, -6, -0.8, ·, -10
COc1ccc(S(=O)(=O)N[C@@H]2CC[C@H](CCNC(=O)Cc3ccccn3)O[C@@H]2CO)cc1
    11, 1, -2, -1[16.7 µM], -11, 1.6, 12, -5
Cc1ccc(/C=N/N(C)S(=O)(=O)c2ccc(C)cc2)cc1
    -2, -5, -5, 5, 17, 3.9, -48, 2
C[C@@H]1CCCCO[C@@H](CN(C)S(=O)(=O)c2cccs2)[C@@H](C)CN([C@H](C)CO)C(=O)c2cc(NS(C)(=O)=O)ccc2O1
    -3, -1, ·, -6[16.7 µM], -12, 1.1, -1, 10
CCN(CC)C(=O)C(C)OC(=O)COc1ccc(Cl)cc1Cl (stereo not drawn)
    -7, -2, -4, -7, -9, ·, -1, ·
CCC(=S)/C=C1\Sc2ccccc2N1CCCS(=O)(=O)O
    -6, 2, 4, -7, -3, ·, 0, ·
CCNC(=O)C1(C)CCN(C(=O)c2ccc(N(C)C)cc2)C1 (stereo not drawn)
    0, 1, 0, ·, 1, -2.2, 19, 0
O=C1/C(=C\Nc2ccccc2)CCN1c1ncccn1
    -10, 3, ·, 4, -33, ·, -2, ·
CCOc1ccccc1NC(=O)CSc1nnc(CNC(=O)c2ccco2)o1
    1, 0, 5, 11, ·, ·, 34, ·
C[C@@H]1CN([C@@H](C)CO)S(=O)(=O)c2ccc(C3=CCCC3)cc2O[C@H]1CN(C)C(=O)C1CCCCC1
    0, -3, ·, 16[16.7 µM], -39, 1.4, 10, -7
COc1ccc(S(=O)(=O)N(C)C[C@H]2Oc3c(NC(=O)c4nc5ccccc5s4)cccc3C(=O)N([C@H](C)CO)C[C@H]2C)cc1
    2, -2, 3, 0[16.7 µM], ·, -0.3, -1, -1
